RAD52 inh: RAD52 (human) annealing inhibition. 360,000 compounds, 0.46% hits. inhibition, % at 18.7 µM. recombinant RAD52 DNA annealing, FRET fluorescence;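 active = every replicate showing at least 50% inhibition; inconclusive = mean inhibition at least 50% but not in every replicate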
ERp5 inh: blocks human ERp5 reductase activity on insulin; ERp5 insulin aggregation, absorbance 650 nm, 90 min; inhibition, % at 9.99 µM; 350,000 compounds, 0.05% hits; AID 651711;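 active = mean replicate inhibition above about 25%, with every replicate also reaching it, limit read from the data, passing the limit was not always enough; inconclusive = only one of those two criteria met; inactive = neither criterion met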
ERAP1 HTS inh: inhibitors of human ERAP1 aminopeptidase | Q9NZ08 | recombinant ERAP1, Leu-AMC fluorescence, 60 min | inhibition, % at 10.7 µM | 340,000 compounds, 0.15% hits;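 active = mean replicate inhibition of at least 30%, or all replicates individually reaching that 30% level; inactive = mean below 30% and not every replicate reaching it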;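 also: 0% = neutral control wells and 100% = L-leucinethiol positive control wells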
RAD54 branch: inhibitors of human RAD54 branch migration; Q92698; RAD54 Holliday junction branch migration, FAM/BHQ fluorescence; inhibition, % at 10.4 µM; 360,000 compounds, 0.14% hits;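 active = mean normalized replicate activity at least 40 and at least half of replicates scoring 40 or more; inconclusive = only one of the two criteria met; inactive = mean below 40 and under half of replicates reaching 40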;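 also: 0% = median of neutral control wells and 100% = median of positive control wells; inhibitors cause a drop in the FAM fluorescence signal; in these data hits start at about 50%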
Target sequence (Q92698 whole entry, looked up): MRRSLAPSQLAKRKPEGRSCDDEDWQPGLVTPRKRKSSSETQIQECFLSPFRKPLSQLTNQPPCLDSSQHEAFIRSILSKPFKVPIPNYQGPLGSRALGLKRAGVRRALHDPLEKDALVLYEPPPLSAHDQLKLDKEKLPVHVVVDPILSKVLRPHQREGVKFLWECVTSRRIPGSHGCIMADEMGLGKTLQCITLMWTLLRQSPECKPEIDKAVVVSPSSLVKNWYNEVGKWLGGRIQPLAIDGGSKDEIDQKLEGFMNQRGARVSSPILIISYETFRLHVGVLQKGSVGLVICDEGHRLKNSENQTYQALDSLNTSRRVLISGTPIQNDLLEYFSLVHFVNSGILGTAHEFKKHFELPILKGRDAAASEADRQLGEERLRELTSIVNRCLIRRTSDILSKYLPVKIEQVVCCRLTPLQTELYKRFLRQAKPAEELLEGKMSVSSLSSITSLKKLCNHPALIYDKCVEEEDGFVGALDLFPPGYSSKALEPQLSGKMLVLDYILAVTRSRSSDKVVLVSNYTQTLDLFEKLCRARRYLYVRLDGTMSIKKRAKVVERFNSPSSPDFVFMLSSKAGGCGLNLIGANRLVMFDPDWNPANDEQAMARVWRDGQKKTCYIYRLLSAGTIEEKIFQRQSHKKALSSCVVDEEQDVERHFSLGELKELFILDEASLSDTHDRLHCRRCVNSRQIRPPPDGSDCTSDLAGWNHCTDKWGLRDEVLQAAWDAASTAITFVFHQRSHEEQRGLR
esBAF inh: SWI/SNF esBAF complex inhibition. 350,000 compounds, 2% hits. mouse ES cells, Bmi1-luciferase knock-in reporter, 24 h; 100% = twice the neutral-well signal. reporter increase, % at 12.5 µM; in the data active = activation above about 40%; inconclusive = no clear call, values can overlap the other calls;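 also: 0% = median of the plate's neutral control wells and 100% = double that signal; a rise in the Bmi1 reporter signal indicates esBAF inhibition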
E-selectin induc: induces E-selectin expression in human endothelial cells | P16581 | AID 686992 | HUVEC E-selectin immunofluorescence imaging; normalized: neutral wells 0, TNF-alpha wells 100 | 260,000 compounds, 0.37% hits | activation, % at 7.58 µM;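 active = mean E-selectin-positive cell signal at least 10% of the positive control, reached in at least 60% of replicates, without over 20% cell loss; inconclusive = no rule given, readout overlaps actives, possibly toxicity-flagged; inactive = the rest, including those meeting only one limit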;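 also: in these data hits start at about 27%; measured in HUVEC primary endothelial cells; signal is the percent of cells scored E-selectin positive by PE staining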
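Test system: HUVEC | Signal: Immunofluorescence imaging | Read-out: Percent E-selectin-positive cells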
Xi reactivation: X-chromosome reactivation activator | XiGFP mouse fibroblasts, % GFP-positive cells imaging, 3 d; cells co-treated with 5-aza-dC sensitizer; scaled so ellipticine positive control = 100% | activation, % at 7.58 µM | 360,000 compounds, 0.055% hits;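 active = mean normalized replicate activation at least 10% and every replicate at or above 10%; inconclusive = only one of the two criteria met; inactive = mean below 10% and not all replicates reach 10%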;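 also: 0% = median of on-plate neutral control wells and 100% = ellipticine 6 µM median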
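Assay system: SV40-immortalized XiGFP fibroblast cells, line 68-5-11; buffer or medium: DMEM plus 5-aza-dC sensitizer; compound: one concentration, pinned; timing: compounds 3 days, fix/stain 15 min at room temperature; benchmarks: positive control ellipticine, 6 µM final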
S100A4 inh HTS: S100A4-myosin IIA interaction inhibition. P26447. S100A4/TAMRA-MyoIIA peptide fluorescence polarization. 360,000 compounds, 0.14% hits. inhibition, % at 10.7 µM. AID 652163;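 active = mean inhibition of at least 70% across replicates, with every replicate also reaching that level; inconclusive = mean inhibition reaches 70% but some replicates fall short; inactive = mean inhibition below 70%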
Target sequence (P26447 whole entry, looked up): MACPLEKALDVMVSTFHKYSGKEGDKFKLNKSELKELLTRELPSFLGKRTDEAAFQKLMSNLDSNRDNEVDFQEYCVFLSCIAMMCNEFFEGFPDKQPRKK
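Compound dosing: one dose per compound; test system: human S100A4 monomer with TAMRA-labelled myosin IIA peptide; probe or stimulus: TAMRA-labelled myosin IIA heavy-chain peptide probe, 5 nM; medium: HEPES buffer with Ca2+, pH 7.2; schedule: 5 min incubation before reading; benchmarks: neutral control DMSO, positive control TFP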
Numbers without * were called inactive; ? = inconclusive; . = no result given.

SMILES	RAD52 inh	ERp5 inh	ERAP1 HTS inh	RAD54 branch	esBAF inh	E-selectin induc	Xi reactivation	S100A4 inh HTS
Cc1cc(C)c(OCCCCN(C)C)c(Br)c1	-13	-5	7	.	.	.	0.3	-22
CCC1CN(C(=O)N2CCC(C(=O)NCc3ccco3)CC2)c2cc(C)ccc2O1 (stereo unspecified)	-10	4	-1	-3	5	0.0	0.1	5
CCN(Cc1nc2ccccc2n1C)c1ccccc1	-9	1	1	11	7	6.3	0.0	0
O=C(OCc1ccccc1)N1CCC2CC1c1cc(N3CCN(C(=S)NCCc4ccccc4)CC3)ccc12 (stereo unspecified)	-4	2	.	-1	28	1.6	0.1	-2
COc1cccc2c(=O)n(CC(=O)Nc3cccc(F)c3)ccc12	-5	1	4	5	-1	1.3	0.1	-3
O=C(NCc1ccc(F)cc1)C(Cc1ccccc1)NS(=O)(=O)c1cccs1 (stereo unspecified)	-9	3	0	-10	-5	.	.	-5
NC(=O)c1ncn([C@@H]2O[C@H](C(=O)N[C@H](Cc3c[nH]c4ccccc34)C(=O)NCC(=O)N3CCCCC3)[C@@H](O)[C@H]2O)n1	-3	3	0	.	.	-0.2	0.4	-3
O=C(NCC(=O)N1CCCC(C(F)(F)F)C1)c1ccco1 (stereo unspecified)	-9	-13	-5	3	-4	.	-0.1	-5
O=C(O)c1ccccc1SCc1csc(-c2ccccc2)n1	-6	2	-2	2	47*	-0.1	0.0	2
Cc1cccc(-n2ccc(=O)c(C(=O)O)n2)c1	-7	-1	-2	6	3	0.0	0.4	-4
CCCC(=O)Nc1ccc2c(c1)C(=O)N(C)C[C@@H](OC)[C@@H](C)CN(C(=O)CC1CC1)[C@@H](C)CO2	14	-8	-1	-1	0	0.1	-0.1	-3
O=C(O)c1cccc(NC(=O)c2ccccc2)c1	5	4	-11	-13	11	.	-0.2	-13
CCOC(=O)C(CC(=O)Nc1nc(C(C)=O)c(C)s1)C(C)c1ccccc1 (stereo unspecified)	-9	2	-2	-3	-2	0.5	-0.1	-7
O=C(CC1C(=O)NCCN1Cc1cccc(F)c1)NCCCOc1cccnc1 (stereo unspecified)	-14	5	1	-4	0	.	0.0	3
Cc1nc2sccn2c(=O)c1S(=O)(=O)Nc1ccc(N2CCN(C)CC2)cc1	-14	6	6	-2	2	3.2	0.0	5
COc1ccc(Cc2noc(-c3ccc(OC)c(OC)c3)n2)cc1OC	-14	3	3	4	-1	.	.	0
COc1ccc(Cn2c(O)c(/C=C3/C=CC=N3)c(=O)[nH]c2=O)cc1	-119	5	.	.	.	2.1	.	24
COc1ccsc1C(=O)Nc1ccc(F)cc1F	-7	-2	2	.	.	.	0.0	-3
CC(=O)N1CCCN(Cc2cn(-c3ccc(C)cc3)nc2-c2cccc(C)c2)CC1	-7	3	-1	.	19	1.5	0.6	-5
O=C(Nc1ccc(S(=O)(=O)Nc2nccs2)cc1)C(F)(F)F	-20	7	.	.	.	.	0.9	3

Given as a markdown table: part of the list above
| Compound | RAD52 inh | ERp5 inh | ERAP1 HTS inh | RAD54 branch | esBAF inh | E-selectin induc | Xi reactivation | S100A4 inh HTS |
| --- | --- | --- | --- | --- | --- | --- | --- | --- |
| O=C(O)c1cccc(NC(=O)c2ccccc2)c1 | 5 | 4 | -11 | -13 | 11 | . | -0.2 | -13 |
| CCOC(=O)C(CC(=O)Nc1nc(C(C)=O)c(C)s1)C(C)c1ccccc1 (stereo unspecified) | -9 | 2 | -2 | -3 | -2 | 0.5 | -0.1 | -7 |
| O=C(CC1C(=O)NCCN1Cc1cccc(F)c1)NCCCOc1cccnc1 (stereo unspecified) | -14 | 5 | 1 | -4 | 0 | . | 0.0 | 3 |
| Cc1nc2sccn2c(=O)c1S(=O)(=O)Nc1ccc(N2CCN(C)CC2)cc1 | -14 | 6 | 6 | -2 | 2 | 3.2 | 0.0 | 5 |
| COc1ccc(Cc2noc(-c3ccc(OC)c(OC)c3)n2)cc1OC | -14 | 3 | 3 | 4 | -1 | . | . | 0 |
| COc1ccc(Cn2c(O)c(/C=C3/C=CC=N3)c(=O)[nH]c2=O)cc1 | -119 | 5 | . | . | . | 2.1 | . | 24 |
| COc1ccsc1C(=O)Nc1ccc(F)cc1F | -7 | -2 | 2 | . | . | . | 0.0 | -3 |
| CC(=O)N1CCCN(Cc2cn(-c3ccc(C)cc3)nc2-c2cccc(C)c2)CC1 | -7 | 3 | -1 | . | 19 | 1.5 | 0.6 | -5 |
| O=C(Nc1ccc(S(=O)(=O)Nc2nccs2)cc1)C(F)(F)F | -20 | 7 | . | . | . | . | 0.9 | 3 |

Other structures
SMILES	RAD52 inh	ERp5 inh	ERAP1 HTS inh	RAD54 branch	esBAF inh	E-selectin induc	Xi reactivation	S100A4 inh HTS
COC(=O)c1ccc(NC(=O)N(c2ccccc2)c2ccccc2)cc1	-5	-1	0	-6	3	.	0.0	1
Cc1ccc(NC(=O)Cn2nnc3ccccc3c2=O)cc1C	-19	3	0	.	.	.	0.3	1
C[C@@H]1CN([C@H](C)CO)C(=O)c2cc(NC(=O)Nc3ccc4c(c3)OCO4)ccc2O[C@@H]1CN(C)S(C)(=O)=O	4	0	3	0	4	.	-1.2	4
O=C(NCc1cccc2ccccc12)c1cccs1	-10	0	-1	-2	55*	-0.1	0.2	1
S=c1[nH]nc(-c2ccco2)n1-c1ccccc1Cl	-20	5	0	.	.	-3.7	0.0	-7
COC(=O)c1ccc(OC)c(CSc2nnc(COc3ccccc3)o2)c1	8	3	2	-5	-5	.	.	1
Cc1ccccc1N(CC(=O)NC1CCCCC1)C(=O)CNC(=O)c1cccs1	1	0	-6	15	-1	45*	0.4	2
CCCNC(=O)C1CC(=O)N(c2ccc(OCc3ccc(F)cc3)cc2)C1 (stereo unspecified)	-2	1	1	3	?	0.0	0.6	2
Cc1ccc2c(c1)nc(-n1nc(C)cc1C)c1nnnn12	-19	-5	-6	-1	19	0.1	0.1	10
CCSc1nnc(NC(=O)[C@H](C)NC(=O)c2ccccc2Cl)s1	-4	5	3	.	.	2.7	0.0	-4
CC(=O)Nc1ccc(N/C=C(\C#N)S(=O)(=O)c2ccc(Cl)cc2)cc1	-11	1	0	-8	5	0.2	0.3	-3
O=C(Nc1ccc(F)cc1)N1CC(=O)N2[C@H](CO)[C@@H](c3ccc(C#Cc4ccc(F)cc4)cc3)[C@@H]2C1	-18	-3	5	.	.	-0.2	0.1	-14
NC(Cc1ccc(Cl)cc1)c1csc(Nc2ccc(C(F)(F)F)cn2)n1 (stereo unspecified)	-40	4	0	16	-1	0.1	0.2	-10
CN(C)CC#Cc1ccc([C@@H]2[C@H](CO)N3CCCCN(S(=O)(=O)c4ccccc4F)C[C@@H]23)cc1	-10	-2	0	-12	.	-0.5	0.0	3
C[C@@H]1CN([C@@H](C)CO)C(=O)c2cc(NS(=O)(=O)c3cccs3)ccc2O[C@H]1CN(C)Cc1ccc(-c2ccccc2)cc1	22	3	4	12	13	-5.5	0.3	-4
O=C(O)Cc1sc(Nc2cccc3ccccc23)nc1-c1ccccc1	-11	-2	0	-7	12	.	0.1	-12
C[C@H](NC(=O)OCc1ccccc1)c1nnc([C@H](C)NC(=O)OCc2ccccc2)o1	-68	3	.	2	-8	0.3	-0.1	4
C[C@@H]1CN([C@H](C)CO)C(=O)c2c(c3ccccc3n2C)-c2ccccc2CO[C@@H]1CN(C)S(=O)(=O)c1ccccc1F	12	2	1	0	4	-0.6	-1.3	-13
Cc1ccc([C@H]2C[C@H](O)[C@@H](n3cc(-c4ccc(F)cc4)nn3)CN2Cc2cccs2)cc1	-14	8	.	3	-1	-2.7	-0.1	-2
C[C@H](CO)N1C[C@H](C)[C@@H](CN(C)Cc2ccccc2)OCCCC[C@H](C)Oc2ccc(NC(=O)Nc3ccccc3)cc2C1=O	-2	8	0	-3	2	.	0.3	-3
CC(C)(C)c1ccc(C(=O)NN=C2CCCC2)cc1	5	4	0	5	7	.	0.2	-3
CCc1cc(S(N)(=O)=O)cc(CC)c1NC(C)=O	-10	6	2	.	.	7.2	0.3	-7
CCC1CCC/C1=N\NC(=O)CCC(=O)Nc1ccccc1Cl (stereo unspecified)	4	0	-1	-5	-6	0.0	0.0	-10
O=C(C1CCCC1)N1[C@H](CO)[C@@H]2c3ccccc3NC[C@@H]21	-11	1	-1	.	.	0.0	0.0	4
COc1cccc(CN2CCC(CO)(CC3CCCCO3)CC2)c1 (stereo unspecified)	7	-1	-5	.	13	.	0.2	4
CCCNC(=O)Nc1ccc2c(c1)OC[C@H](C)N(C(=O)C1CC1)C[C@H](C)[C@@H](OC)CN(C)C2=O	7	-7	1	3	-11	-0.2	-0.1	93*
CCOC(=O)N1CCC(NC(=O)c2ccccc2C(=O)O)CC1	9	3	-3	-9	-1	0.0	0.1	-2
Cc1ccc(NC(=S)N(Cc2ccco2)C(C)c2cccs2)c(Cl)c1 (stereo unspecified)	-35	-2	.	4	.	-0.4	2.3	7
CC(C)COC(=O)COc1cc(Cl)c(Cl)cc1Cl	-12	-3	-3	.	.	.	.	0
CN1CCN(C(=O)C2CCCN(c3ncnc4c3nc3n4CCCCC3)C2)CC1 (stereo unspecified)	-4	1	-2	3	-6	.	0.0	8
COc1ccccc1-c1ccc2c(c1)O[C@@H](CN(C)S(=O)(=O)c1ccccc1)[C@H](C)CN([C@H](C)CO)S2(=O)=O	3	-5	0	-3	9	-0.3	0.0	-1
Cc1ccc(S(=O)(=O)NCc2cccnc2)cc1C(=O)N1CCCC1	-10	6	-3	4	2	24	0.4	2
O=C(Nc1ccc(S(=O)(=O)N2CCOCC2)cc1)c1ccc2c(c1)S(=O)(=O)c1ccccc1C2=O	-7	-1	-1	.	-5	0.0	-0.2	-9
C/C(=N/NC(=O)CC1N=C(Cc2ccccc2)NNC1=O)c1cccnc1 (stereo unspecified)	-10	-7	5	.	.	0.5	0.0	-3
O=C(Nc1ccccc1C(=O)NCc1cccnc1)c1cccc([N+](=O)[O-])c1	-10	-3	1	.	.	-0.1	0.0	-7
Nc1ccc(-c2nnn(Cc3ccccc3F)n2)cc1	-59	0	-1	2	37	.	0.0	-11
C=CCSc1nnc(NC(=O)c2ccc(NC(C)=O)cc2)s1	-27	2	0	-6	?	3.1	0.0	-4
O=C(C[C@@H]1CC[C@H]2[C@@H](COC[C@H](O)CN2CC2CCOCC2)O1)NCc1ccc(Cl)cc1	2	-2	-3	3	-9	0.0	0.0	7
CC(C)(C)S(=O)N1Cc2cc(=O)n(Cc3ccccc3)c(CCO)c2[C@H]1CCO (stereo partly specified)	-34	2	2	-6	2	-0.3	-0.2	-12

High-throughput results deposited in PubChem BioAssay by Broad Institute.
